Screens: PubChem BioAssay, Broad Institute
U2OS ROS induce = raises reactive oxygen species in U2OS cancer cells; hit rate 2% among 46,000; AID 624156; U2OS ROS induction, H2DCF-DA fluorescence; ROS induction (% of piperlongumine), % at 10 µM; in the data active = ROS induction above about 79%, passing the limit was not always enough;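 note: 0% = DMSO vehicle median and 100% = reference compound median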
Active calls of the source: *.

mol,U2OS ROS induce
CC1(C)Cc2ccccc2C(C(Cc2ccccc2)C(N)=O)=N1 (centres undefined),0
O=C(O)CCn1c(SCCOc2ccccc2)nc2ccccc21,-4
C[C@H]1CN([C@@H](C)CO)C(=O)Cc2cc(NC(=O)Nc3ccccc3)ccc2O[C@H]1CN(C)C(=O)Nc1cccc2ccccc12,4
Cc1noc(C)c1S(=O)(=O)N(C)C[C@H]1OCCCC[C@@H](C)Oc2ccc(NC(=O)Nc3ccc(F)cc3)cc2C(=O)N([C@H](C)CO)C[C@@H]1C,20
C[C@@H]1CN([C@@H](C)CO)C(=O)c2cc(NS(=O)(=O)c3cccs3)ccc2O[C@@H]1CN(C)CC1CCCCC1,14
O=C(CSc1nnnn1-c1ccccc1F)Nc1ccc(Br)cc1,10
C[C@@H]1CN([C@@H](C)CO)C(=O)c2cccc(NC(=O)c3ccncc3)c2O[C@H]1CN(C)C,-13
O=C(NCCc1c[nH]c2ccccc12)Nc1ccccc1,18
Cc1noc(C)c1NC(=O)Nc1cccc2c1O[C@H](CN(C)Cc1ccc(C(=O)O)cc1)[C@H](C)CN([C@@H](C)CO)C2=O,-9
O=C(Nc1nc(-c2ccccc2)nc2c1C(=O)CCC2)c1ccccc1,51
C[C@H](CO)N1C[C@H](C)[C@H](CN(C)S(=O)(=O)c2ccc(C#N)cc2)Oc2ncc(Br)cc2C1=O,16
Cc1ccc2c(c1)C(c1ccccc1)CC(C)N2S(=O)(=O)c1cccc(Cl)c1 (centres undefined),-1
CCN1C(C(=O)c2ccccc2)C(=O)c2ccccc2S1(=O)=O (centres undefined),0
O=C(NC1CCCCC1)N1CCCCCCC1,-4
CCOC(=O)Cn1c(=O)c2cnc3c(c(C)nn3C)c2n1C,9
C=CCn1c2ccccc2c2nn(C)c(=S)nc21,74
Cc1cc(N)n(-c2ncnc3sc4c(c23)CCCC4)n1,14
CCOc1cccc2cc(-c3nc4ccccc4s3)c(=O)oc12,17
CN(C)C(=O)Oc1nnc(SCC(=O)c2ccc3c(c2)OCCO3)n1C1Cc2ccccc2C1,13
CC(=O)O[C@@H]1C[C@@]23C[C@@]24CC[C@H](O[C@@H]2OC[C@@H](O)[C@H](O)[C@H]2O)C(C)(C)[C@@H]4CC[C@H]3[C@]2(C)C[C@@H]3O[C@]4(C[C@@H](C)[C@@H]3[C@@]12C)O[C@H](O)[C@@]1(C)O[C@@H]41,7

Compounds above that contain a halogen, in the order listed:
mol,U2OS ROS induce
Cc1noc(C)c1S(=O)(=O)N(C)C[C@H]1OCCCC[C@@H](C)Oc2ccc(NC(=O)Nc3ccc(F)cc3)cc2C(=O)N([C@H](C)CO)C[C@@H]1C,20
O=C(CSc1nnnn1-c1ccccc1F)Nc1ccc(Br)cc1,10
C[C@H](CO)N1C[C@H](C)[C@H](CN(C)S(=O)(=O)c2ccc(C#N)cc2)Oc2ncc(Br)cc2C1=O,16
Cc1ccc2c(c1)C(c1ccccc1)CC(C)N2S(=O)(=O)c1cccc(Cl)c1 (centres undefined),-1

The list goes on:
mol,U2OS ROS induce
COC(=O)c1c(-c2ccccc2)csc1NC(=O)c1cc2cccc(OC)c2oc1=O,53
Cc1noc(C)c1NC(=O)N(C)C[C@H]1OCc2cn(nn2)CCCC(=O)N([C@H](C)CO)C[C@H]1C,9
O=C(O)CCC(=O)Nc1ccc2c(c1)C(=O)NC2=O,-6
COc1ccc(CN(C)C[C@H]2Oc3ccc(NS(=O)(=O)c4cccs4)cc3CC(=O)N([C@H](C)CO)C[C@H]2C)cc1,17
O=C(CSc1ccccc1C(=O)O)Nc1ccnc2ccccc12,-1
C[C@H](CO)N1C[C@H](C)[C@@H](CN(C)Cc2ccc(C(=O)O)cc2)OCc2cn(nn2)CCCC1=O,-4
C[C@H](CO)N1C[C@H](C)[C@@H](CN(C)Cc2ccccc2)Oc2c(NS(=O)(=O)c3ccccc3)cccc2C1=O,5
N#CCCN(CCC#N)C(=O)c1ccccc1Oc1ccccc1,-5
COc1ccc(CC(N)C(=O)N[C@H]2[C@@H](O)[C@H](n3cnc4c(N(C)C)ncnc43)O[C@@H]2CO)cc1 (some centres undefined),20
C[C@H](CO)N1C[C@H](C)[C@H](CN(C)Cc2ccc(Oc3ccccc3)cc2)Oc2ccc(NC(=O)Cc3ccccc3)cc2CC1=O,20
Cc1cccc(C)c1NC(=O)CSc1nc(-c2ccccc2)c(-c2ccccc2)[nH]1,-14
COc1ccc(NC(=O)Nc2ccc3c(c2)C(=O)N([C@H](C)CO)C[C@@H](C)[C@H](CN(C)C(=O)Nc2ccc(F)cc2)O3)cc1,0
C[C@@H]1CN([C@@H](C)CO)C(=O)c2cccc(NC(=O)C3CC3)c2O[C@H]1CN(C)Cc1ccccc1,-4
O=C(NCc1ccccn1)C1CC(c2cccc(Br)c2)=NO1 (centres undefined),-10
C[C@@H]1CN([C@H](C)CO)C(=O)Cc2cc(NC(=O)CCC(F)(F)F)ccc2O[C@@H]1CN(C)C(=O)Nc1cccc2ccccc12,32
C[C@@H]1CN([C@H](C)CO)C(=O)Cc2cc(NS(=O)(=O)c3cccs3)ccc2O[C@@H]1CN(C)S(=O)(=O)c1ccc(Cl)cc1,6
CC1Cc2cc(S(=O)(=O)N(C)CC(=O)NCc3ccccc3)ccc2N1C(=O)C1CC1 (centres undefined),-2
O=C(c1ccccc1)c1cnn(-c2ccc(Cl)cc2)n1,16
Cc1csc(NC(=O)NC(C)(C)C)n1,-5
C[C@@H]1CCCCO[C@@H](CN(C)S(=O)(=O)c2ccc(F)cc2)[C@@H](C)CN([C@H](C)CO)C(=O)c2cc(NS(=O)(=O)c3cccs3)ccc2O1,20

3 entries already listed, ordered by count of non-hydrogen atoms, largest number first:
mol,U2OS ROS induce
C[C@H](CO)N1C[C@H](C)[C@H](CN(C)Cc2ccc(Oc3ccccc3)cc2)Oc2ccc(NC(=O)Cc3ccccc3)cc2CC1=O,20
N#CCCN(CCC#N)C(=O)c1ccccc1Oc1ccccc1,-5
O=C(NCc1ccccn1)C1CC(c2cccc(Br)c2)=NO1 (centres undefined),-10

New compounds follow.
mol,U2OS ROS induce
CC(C)Nc1nc(Oc2ccc(=O)[nH]n2)nc(N(C)C)n1,-3
CCOC(=O)c1ccccc1NC(=O)CSc1nc2ccccc2[nH]1,53
C[C@H]1CN([C@@H](C)CO)C(=O)Cc2cc(N(C)C)ccc2O[C@H]1CN(C)C(=O)Nc1ccc(F)cc1,0
COc1ccc(S(=O)(=O)N(C)C[C@@H]2Oc3ccc(N(C)C)cc3C(=O)N([C@H](C)CO)C[C@@H]2C)cc1,5
C[C@@H]1O[C@@H](O[C@H]2[C@@H]3C=CO[C@@H](O[C@@H]4O[C@H](CO)[C@@H](O)[C@H](O)[C@H]4O)[C@@H]3[C@@]3(CO)O[C@@H]23)[C@H](OC(=O)/C=C/c2ccccc2)[C@H](OC(=O)/C=C/c2ccccc2)[C@H]1O,1
C[C@@H]1CN([C@@H](C)CO)C(=O)c2cccc(NC(=O)c3cnccn3)c2O[C@H]1CN(C)CC1CCCCC1,-9
Cc1ccc(S(=O)(=O)Nc2ccc3c(c2)C(=O)N([C@H](C)CO)C[C@H](C)[C@@H](CN(C)C)OCCCC[C@@H](C)O3)cc1,0
COC(=O)CCCCCCC(=O)N/N=C/c1ccc(C)o1,29
O=C1C(SCCO)=C(SCCO)C(=O)c2ccccc21,-34
COC(=O)c1ccc(NC(=O)CN(C)S(=O)(=O)c2ccc3ccccc3c2)cc1,0
Cc1noc(C)c1NC(=O)Nc1ccc2c(c1)C(=O)N([C@@H](C)CO)C[C@@H](C)[C@@H](CN(C)C(=O)Nc1c(C)noc1C)O2,2
C[C@H]1CN([C@@H](C)CO)C(=O)c2cccc(NS(=O)(=O)c3ccccc3)c2O[C@@H]1CN(C)S(=O)(=O)c1ccc(F)cc1,-7
Cc1ccc(S(=O)(=O)N(C)C[C@@H]2Oc3ccc(NC(=O)Nc4cccc5ccccc45)cc3CC(=O)N([C@@H](C)CO)C[C@@H]2C)cc1,31
C[C@@H]1CCCCO[C@@H](CN(C)Cc2ccccc2)[C@@H](C)CN([C@H](C)CO)C(=O)c2cc(NC(=O)c3ccncc3)ccc2O1,0
O=S(=O)(NCCCn1ccnc1)c1cc(Cl)ccc1Cl,-7
COc1ccc(N=Cc2c(O)ccc3oc4c(c23)CCCC4)cc1,21
CCOc1nc(NCCO)nc(Nc2ccc(OC)cc2OC)n1,-9
Cc1ccc(Cn2nnc3c(=O)n(Cc4ccc(C(F)(F)F)cc4)cnc32)cc1,-7
Cc1noc(C)c1S(=O)(=O)Nc1ccc2c(c1)C(=O)N([C@H](C)CO)C[C@H](C)[C@@H](CN(C)S(=O)(=O)c1cn(C)cn1)O2,-6
CNC[C@H]1Oc2ccc(NC(=O)NC(C)C)cc2C(=O)N([C@H](C)CO)C[C@H]1C,-3
Cc1noc(C)c1NC(=O)Nc1ccc2c(c1)CC(=O)N([C@H](C)CO)C[C@@H](C)[C@@H](CN(C)C(=O)NC(C)C)O2,-5
COc1ccc(S(=O)(=O)N(C)C[C@H]2Oc3ccc(NC(=O)Cc4cn(C)c5ccccc45)cc3CC(=O)N([C@@H](C)CO)C[C@@H]2C)cc1,15
C[C@H]1CN([C@@H](C)CO)C(=O)c2cc(NS(C)(=O)=O)ccc2O[C@H]1CN(C)Cc1ccccc1,-12
C[C@H]1CN([C@@H](C)CO)C(=O)c2cc(NS(=O)(=O)c3ccccc3)ccc2O[C@@H]1CN(C)C,-6
CC(=O)Nc1ccc(NC(=O)CNS(=O)(=O)c2c(C)cc(C)cc2C)cc1,37
Cc1cc(C)c2c(n1)sc1c(SCc3ccccc3)nc(C)nc12,-7
O=C(CCCCCN1C(=O)c2cccc3cccc(c23)C1=O)NO,-14
O=C1c2ccccc2C(O)(c2ncc[nH]2)N1CCc1ccccc1 (centres undefined),13
COc1ccc(C(=O)NC(CC(=O)O)c2ccc(Cl)cc2)cc1 (centres undefined),-22
CC(Oc1ccc(Cl)cc1Cl)/C(N)=N/O (centres undefined),-1
CCc1ccccc1NC(=O)C(C(C)C)N1C(=O)c2ccccc2C1=O (centres undefined),0
CN(C)CCCCNC(=O)[C@@H]1C[C@@H]2C(=O)N[C@@H](CCCCN(C)C)C(=O)N2[C@@H]1c1ccc(O)cc1,39
C[C@H]1CN([C@@H](C)CO)C(=O)c2cccc(N(C)C)c2O[C@H]1CN(C)S(C)(=O)=O,1
COc1ccc(S(=O)(=O)N(C)C[C@H]2Oc3ccc(NS(=O)(=O)c4cn(C)cn4)cc3CC(=O)N([C@H](C)CO)C[C@H]2C)cc1,-6
C[C@H](CO)N1C[C@H](C)[C@H](CN(C)S(=O)(=O)c2ccccc2)Oc2ccc(NC(=O)NC3CCCCC3)cc2CC1=O,10
C[C@H](CO)N1C[C@H](C)[C@@H](CN(C)S(C)(=O)=O)Oc2ccc(NC(=O)Cc3cn(C)c4ccccc34)cc2C1=O,-10
COc1ccc(OC)c(C(C)NC(=O)Nc2cccc([N+](=O)[O-])c2)c1 (centres undefined),2
CCN1CCN(C(=O)C2CCCN2S(=O)(=O)c2cccc3nsnc23)CC1 (centres undefined),41
C[C@H]1CN([C@@H](C)CO)C(=O)c2cc(NC(=O)Cc3ccccc3)ccc2O[C@@H]1CN(C)Cc1ccc(Cl)c(Cl)c1,67
COc1ccc(CC(=O)Nc2ccc(-c3cnco3)cc2)cc1OC,-3
C[C@@H]1CN([C@@H](C)CO)C(=O)c2cccc(NS(=O)(=O)c3ccc(F)cc3)c2O[C@@H]1CN(C)Cc1ccc(Oc2ccccc2)cc1,12
C[C@H]1CN([C@@H](C)CO)C(=O)c2cc(NC(=O)C3CC3)ccc2O[C@H]1CN(C)C,-9
C[C@@H]1CN([C@H](C)CO)C(=O)c2cccc(NC(=O)c3ccncc3)c2O[C@H]1CN(C)Cc1ccc2c(c1)OCO2,15
C[C@@H]1CN([C@H](C)CO)C(=O)c2cccc(NC(=O)Nc3ccc(C(F)(F)F)cc3)c2O[C@H]1CN(C)S(C)(=O)=O,45
C[C@@H]1CCCCO[C@@H](CN(C)C(=O)Nc2ccc(F)cc2)[C@@H](C)CN([C@H](C)CO)C(=O)c2cc(N(C)C)ccc2O1,18
CN(CC(=O)NCc1ccccn1)S(=O)(=O)c1cc(Br)cnc1N,11
Cc1cc2ncc(C(=O)/C=C/N(C)C)c(C)n2n1,4
COc1ccc(S(=O)(=O)Nc2ccccc2C(=O)NCc2ccco2)cc1,-8
O=c1[nH]nc(SCc2ccc(Cl)cc2)n1C1CC2C=CC1C2 (centres undefined),12
COC(=O)c1cc(C)sc1NC(=O)COc1ccccc1,26
COc1ccc(NC(=O)Nc2ccc3c(c2)CC(=O)N([C@@H](C)CO)C[C@H](C)[C@H](CN(C)S(=O)(=O)c2cccs2)O3)cc1,1
COc1ccc(NC(=O)Nc2ccc3c(c2)CC(=O)N([C@H](C)CO)C[C@@H](C)[C@@H](CN(C)C(=O)Nc2ccccc2)O3)cc1,16
C[C@@H]1CN([C@H](C)CO)C(=O)c2cccc(NC(=O)NC3CCCCC3)c2O[C@H]1CN(C)Cc1ccc(C(=O)O)cc1,0
C[C@H](CO)N1C[C@H](C)[C@H](CN(C)S(=O)(=O)c2ccc(Cl)cc2)Oc2ccc(NS(=O)(=O)c3cccs3)cc2C1=O,22
CC(C)(C)N1Sc2ccccc2NC1=S,24
Cc1ccccc1CN1C(=O)C(O)(CC(=O)/C=C\c2ccccc2)c2ccccc21 (centres undefined),9
COc1ccc(NC(=O)N(C)C[C@@H]2OCc3cn(nn3)CCCC(=O)N([C@@H](C)CO)C[C@H]2C)cc1,17
C[C@H](CO)N1C[C@H](C)[C@@H](CN(C)C)Oc2ccc(NC(=O)Nc3ccc(F)cc3)cc2C1=O,-13
C[C@H](CO)N1C[C@H](C)[C@H](CN(C)C)Oc2c(NC(=O)c3cnccn3)cccc2C1=O,-10
CNC(=S)N1CCc2sccc2C1c1ccc(Cl)cc1 (centres undefined),4

Only part of the results is shown; count on the stated rates, not on these rows.
